Compound activity (PubChem)
DDE Tn7 FP inh = inhibitors of Tn7 peptide binding to fibrin DD(E), primary screen, biochemical, fluorescence polarization, human fibrin, Tn7 probe. hit rate 0.13% among 370,000. FP displacement of FITC-Tn7 peptide from fibrin DD(E); 0% = median of compound wells per plate. inhibition, % at 8.3 µM. Fibrinogen beta chain (Homo sapiens), P02675. AID 720508, 2013;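 active means inhibition above the mean of compounds falling within the control limits plus 3 SD of them, cut at about 14% in these data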;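 further: 0% = plate median of compound wells and 100% = 10 µM Aha-Tn7 peptide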
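Assay system: Fibrin-DD(E) protein isolated from polymerized human fibrin clots; read-out basis: percent inhibition; medium: Tris/NaCl/CaCl2 buffer, pH 7.8; signal: FP measurement; incubation: 10 min plus 3 h, room temperature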
SIAE primary = human SIAE inhibitors, primary screen, biochemical, fluorescence polarization, FP-Rh probe, 1536-well HTS; Sialate O-acetylesterase (Homo sapiens), Q9HAT2; SIAE FP-Rh probe binding; inhibition, % at 9.66 µM; hit rate 0.69% among 370,000;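 active means inhibition above a cutoff: mean of compounds within the control limits plus 3 SD of those, cut at about 17% in these data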;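 further: 0% = plate median of compound wells and 100% = probe without SIAE protein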
Target sequence (Q9HAT2 whole entry, looked up): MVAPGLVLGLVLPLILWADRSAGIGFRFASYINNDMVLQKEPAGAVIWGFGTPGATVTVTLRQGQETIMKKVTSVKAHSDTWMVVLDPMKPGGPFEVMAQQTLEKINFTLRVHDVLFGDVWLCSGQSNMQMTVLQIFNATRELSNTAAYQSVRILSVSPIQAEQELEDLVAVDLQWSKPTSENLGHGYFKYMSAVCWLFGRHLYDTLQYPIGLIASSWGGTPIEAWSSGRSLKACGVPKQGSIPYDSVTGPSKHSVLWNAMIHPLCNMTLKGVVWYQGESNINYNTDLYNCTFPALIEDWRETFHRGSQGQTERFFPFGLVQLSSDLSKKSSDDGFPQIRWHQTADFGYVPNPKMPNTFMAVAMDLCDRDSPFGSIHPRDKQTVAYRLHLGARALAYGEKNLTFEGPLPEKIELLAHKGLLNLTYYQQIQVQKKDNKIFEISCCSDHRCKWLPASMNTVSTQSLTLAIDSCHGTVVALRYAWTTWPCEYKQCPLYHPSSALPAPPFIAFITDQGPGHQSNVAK
PRMT1 inh = PRMT1 methyltransferase inhibitors, primary screen, biochemical, fluorescence polarization. Protein arginine N-methyltransferase 1 (Homo sapiens), Q99873. recombinant PRMT1, activity-based probe fluorescence polarization. inhibition, % at 2.79 µM. hit rate 1.3% among 370,000. AID 652257, 2013;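 active means inhibition above about 21% made by adding two undisclosed values, limit read from the data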
Target sequence (Q99873 whole entry, looked up): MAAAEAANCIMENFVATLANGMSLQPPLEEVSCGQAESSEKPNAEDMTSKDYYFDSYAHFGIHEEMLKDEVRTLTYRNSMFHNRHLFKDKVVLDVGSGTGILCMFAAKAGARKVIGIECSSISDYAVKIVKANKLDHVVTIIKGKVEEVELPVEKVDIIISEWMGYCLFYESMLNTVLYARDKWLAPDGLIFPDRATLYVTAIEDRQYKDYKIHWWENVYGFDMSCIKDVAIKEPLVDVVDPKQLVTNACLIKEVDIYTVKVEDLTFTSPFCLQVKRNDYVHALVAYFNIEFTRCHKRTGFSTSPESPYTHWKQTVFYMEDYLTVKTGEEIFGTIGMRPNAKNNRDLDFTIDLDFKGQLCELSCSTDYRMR
mABHD4 FP = ABHD4 inhibitors, primary screen, biochemical, fluorescence polarization, mouse; (Lyso)-N-acylphosphatidylethanolamine lipase (Mus musculus), Q8VD66; purified mABHD4, FP-Rh probe fluorescence polarization; inhibition, % at 8.92 µM; hit rate 0.54% among 370,000;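 active means inhibition exceeding the mean over every tested compound plus 3 SD, cut at about 30% in these data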;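 further: 0% = plate median of compound wells and 100% = S159A mutant with DMSO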
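Assay system: wild-type mouse ABHD4 protein; compound: single nominal dose of 8.92 µM, 0.89% DMSO final; schedule: 45 min + 60 min at 25 °C; measured by: FP readout, ex 525 nm / em 598 nm; evaluation: % inhibition of FP-Rh probe binding versus controls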
HTRA1 inhibitor = HTRA1 serine protease inhibitors, primary screen, biochemical, fluorescence polarization, HTS; Q92743; hit rate 0.5% among 340,000; recombinant HTRA1, FP-rhodamine activity-based probe; inhibition, % at 5.96 µM; in the data active means inhibition above about 36%;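 further: 0% = enzyme with DMSO and 100% = wells lacking enzyme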
TCR-CD3 inh = inhibitors of human TCR-CD3 interaction, primary screen, biochemical, fluorescence, TAMRA-labeled TCR probe; T-cell receptor (TCR); inhibition, % at 9.4 µM; hit rate 0.37% among 360,000; in the data active means inhibition above about 19%;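 further: recombinant mutant TCR 2C K166C tagged with TAMRA read by polarization; 0% = receptor in buffer alone and 100% = receptor with positive control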
PG9 binder = binders of HIV-1 gp120 antibody PG9, primary screen, biochemical, TR-FRET | HIV-1 gp120 / PG9 antibody interaction | TR-FRET gp120-PG9 antibody binding | inhibition, % at 6.7 µM | hit rate 0.43% among 360,000; in the data active means inhibition above about 8.5%
TDP2 inh = human TDP2 enzyme inhibitors, primary screen, biochemical, epi absorbance, recombinant enzyme. Tyrosyl-DNA phosphodiesterase 2 (Homo sapiens), O95551. T5PNP hydrolysis, p-nitrophenol absorbance 415 nm. inhibition, % at 12.8 µM. hit rate 0.34% among 370,000. AID 720702, 2013;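 active means inhibition above the mean of all tested compounds plus 3 SD, set per campaign, cut at about 25% in these data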;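 further: 0% = DMSO with enzyme and 100% = buffer with substrate but no TDP2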
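Test system: human TDP2 enzyme; Input: 120 nM TDP2 per well; Buffer or medium: Mg2+-containing Tris-HCl buffer, pH 7.5; Reagent: 5 mM T5PNP; Dosing: 12.8 µM single point, 1% DMSO; Incubation: reaction 2 h, 37 °C; Detection: p-Nitrophenol epi absorbance; Read-out: % inhibition relative to enzyme-containing and enzyme-free wells; Replicates: single well per compound.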
LEDGF integ inh = blockers of LEDGF/p75-dependent integrase strand transfer – biochemical, TR-FRET, high throughput, primary screen; hit rate 0.64% among 370,000; TR-FRET IN-LEDGF/p75 DNA integration, Eu/Cy5; inhibition, % at 3.7 µM; HIV-1 integrase (with human LEDGF/p75); AID 743269, 2014;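 active means inhibition above the screen-wide mean plus 3 SD, cut at about 13% in these data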;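 further: signal is the Cy5 over europium emission ratio at 671 and 618 nm; 0% = plate median of compound wells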
UHRF1 binding = UHRF1 methylated DNA binding inhibitors, primary screen, counter-screen for MBD2 inhibitor project, biochemical, TR-FRET, human UHRF1, single concentration. E3 ubiquitin-protein ligase UHRF1 (Homo sapiens), Q96T88. hit rate 0.75% among 370,000. UHRF1 binding to methylated oligo. AID 687016, 2013. inhibition, % at 4.4 µM; in the data active means inhibition above about 21%;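 further: UHRF1 SRA domain binding a hemimethylated CpG hairpin DNA probe; 0% = median of test compound wells and 100% = reference inhibitor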
* = called active by the depositor; / = not tested or not shown; & = joins results of further samples.

SMILES	DDE Tn7 FP inh	SIAE primary	PRMT1 inh	mABHD4 FP	HTRA1 inhibitor	TCR-CD3 inh	PG9 binder	TDP2 inh	LEDGF integ inh	UHRF1 binding
O=C(Oc1cccc(OC(=O)N2CCCCC2)c1)N1CCCCC1	2	-8	-1	3	-1	10	0.3	-7	-1	-2
CC(C)(C)C(=O)N=C1SC2CS(=O)(=O)CC2N1c1ccc2c(c1)OCO2 (stereo not given)	-8	2	-2	-5	3	5	-2.1	12	0	7
N/C(=N\OC(=O)c1cnn(-c2ccccc2)c1C(F)(F)F)c1cc(C(F)(F)F)cc(C(F)(F)F)c1	-2	-1	5	2	-4	-5	-1.3	-4	-3	3
CCCOc1cccc(-c2cc(C(=O)N/N=C/c3ccccn3)c3ccccc3n2)c1	2	-32	-2	-21	-19	-8	0.7	-3	-2	-1
CN1CCC(N(C)CC(C)(C)NS(=O)(=O)c2ccccc2)CC1	-4	2	-2	-1	5	-4	0.9	-3	0	1
Nc1nc2n(n1)C(c1ccco1)CC(c1ccc(Cl)c(Cl)c1)N2 (stereo not given)	-5	3	-1	4	-21	5	-1.5	-12	1	3
C[C@H](CO)N1C[C@H](C)[C@H](CN(C)C(=O)Cc2ccccc2)OCc2cnnn2CCCC1=O	-1	4	-1	2	0	-6	1.2	5	-5	3
CCc1ccc(NC(=O)CSc2nnc(-c3n[nH]c4ccccc34)n2-c2ccccc2)cc1	7	-1	1	-1	0	-2	9.8*	-12	-2	1
CCC(=O)Nc1ccc2ccccc2c1	-3	6	-1	0	-1	-2	-2.1	-2	1	-1
Cc1ccc(NC(=O)COC(=O)c2ccc3c(c2)OCO3)c(C)c1	0	5	1	8	0	-2	1.2	0	-3	1
CCOc1ccc(C(=O)CCC(=O)N2CCN(c3ccc(O)cc3)CC2)cc1	2	10	14	25	1	-1	3.3	0	-4	8
CCCCC(=O)N/C(N)=N/c1nc2ccccc2o1	7	7	8	-9	-6	-4	-0.7	-3	4	8
C/C(=N\N=c1/sc2ccccc2n1C)c1ccc(N2CCOCC2)cc1	-5	19*	-2	6	7	-1	1.4	-6	3	2
O=C(NCc1ccc2c(c1)OCO2)C1CC(=O)N(CCc2ccccc2)C1 (stereo not given)	0	5	9	-4	-1	1	-0.2	-5	1	1
O=C(NCc1cccs1)c1cc(S(=O)(=O)N2CCOCC2)ccc1N1CCCC1	-5	3	1	0	-4	-1	0.2	0	-4	1
Cn1c(=O)cc(SCC(=O)NCC2CCCO2)c2ccccc21 (stereo not given)	5	2	-1	-3	3	-7	1.6	9	1	1
COc1ccc(C2CC(c3cccs3)=NN2C(=O)CSc2nc(=O)n3ccccc3n2)cc1 (stereo not given)	2	1	0	-6	-6	2	-1.0	-13	-2	-4
COCCCNC(=O)c1c(-c2ccccc2)noc1C	-1	3	-2	0	-4	3	-0.8	9	1	1
CCOc1ccc(NC(=O)CCN2CCN(c3ccccc3)CC2)cc1	-3	4	-1	-2	3	-1	-2.5	-7	0	2
COCCCN(C(=O)CSc1nc2ccccc2c(=O)n1C)c1c(N)n(Cc2ccccc2)c(=O)[nH]c1=O	6	7	23*	9	8	1	1.1	6	-2	4
CCN1CCN(C(=O)C(=O)c2c(C)[nH]c3ccccc23)CC1	3	5	3	4	0	-3	1.8	-2	0	1
COc1ccc2c(c1)CCCN2C(=O)C1CCCN(S(=O)(=O)c2c(C(C)C)cc(C(C)C)cc2C(C)C)C1 (stereo not given)	7	10	0	-2	/	/	/	14	3	1
O=C(CNC(=O)c1cccc(OC(F)F)c1)Nc1ccc(Cl)cc1	-2	9	-5	-3	-11	1	-1.2	15	3	-4
CCOC(=O)c1c2c(c(=S)n(-c3ccccc3)c1N)CCC2	-4	7	-1	17	13	1	-0.1	1	5	-6

Only TDP2 inh, for some of the entries so far:
compound,TDP2 inh
C/C(=N\N=c1/sc2ccccc2n1C)c1ccc(N2CCOCC2)cc1,-6
O=C(NCc1ccc2c(c1)OCO2)C1CC(=O)N(CCc2ccccc2)C1 (stereo not given),-5

Following part.
SMILES	DDE Tn7 FP inh	SIAE primary	PRMT1 inh	mABHD4 FP	HTRA1 inhibitor	TCR-CD3 inh	PG9 binder	TDP2 inh	LEDGF integ inh	UHRF1 binding
CCCCn1c(N)c(N(CCOC)C(=O)COC(=O)COc2c(C)cc(C)cc2C)c(=O)[nH]c1=O	-8	-10	0	-4	-4	0	-2.7	9	1	1
Cc1ccc(-c2ccc(/C=N/n3cnnc3)o2)cc1	7	-5	-3	5	3	-3	0.0	-7	-3	-1
CS/C(=C\[N+](=O)[O-])Nc1ccccc1	3	4	6	4	-1	6	1.5	0	0	2
CCn1c2ccccc2c2cc(NC(=O)N3CCOCC3)ccc21	5	9	-1	12	17	2	-1.9	0	2	-1
O=C(NC1CCCCC1)c1ccc(N2CCCC2=O)cc1	-1	5	1	-1	2	2	-0.7	2	-1	1
O=C(Nc1ccc(-c2noc(COc3ccccc3Cl)n2)cc1)c1ccco1	-2	-23	1	-27	-50	3	-2.4	0	0	1
Cc1ccc([C@@H]2[C@@H]3C(=O)N(c4ccccc4)C(=O)[C@@H]3[C@]3(Cc4ccccc4)C(=O)N(CC4CC4)CC(=O)N23)o1	5	5	1	1	-1	6	1.3	-3	-2	-2
COCCOc1cc(N2C(=O)CSCC2=O)c(Cl)cc1Cl	-7	-9	0	0	-5	6	-1.9	-12	1	-1
CN(CC(=O)Nc1ccc(Cl)c(C(F)(F)F)c1)Cc1cc(=O)n2ccsc2n1	-2	2	-11	0	6	-2	0.1	-7	4	3
COc1ccc(CNC(=O)C(c2ccco2)N(C(=O)c2ccccn2)c2ccccc2)cc1 (stereo not given)	8	-1	1	-3	4	1	-1.0	1	-2	-1
CC(C)Cn1c(SC(C)C(=O)Nc2ccc3c(c2)OCCO3)nc2ccccc2c1=O (stereo not given)	-5	1	1	-9	-22	3	-0.1	5	-1	2
O=c1c2cn(Cc3ccc(F)cc3)c3ccccc3c-2nn1Cc1ccc(F)cc1	-3	2	-3	7	9	-9	0.7	-4	-2	1
Cc1ccc(/C=N/NC(=O)CNC(=O)Cc2ccccc2)o1	5	1	4	1	0	-5	0.3	8	-2	2
COc1ccc(-c2cc(C(=O)NC(Cc3cc4ccccc4[nH]3)C(=O)O)c(C)o2)cc1OC (stereo not given)	-5	4	17	4	-3	6	-2.7	-5	0	-1
Cc1cc(C)n2cc(CSc3nnc(-c4ccccc4)c(-c4ccccc4)n3)nc2n1	-1	9	-3	-1	-2	-3	-2.0	7	4	-2
Cc1c(C(=O)NCC(C)(C)N2CCOCC2)oc2ccccc12	0	0	2	-6	-7	-6	2.0	-5	-3	1
Cn1cnc(C(F)(F)F)c1-c1ccc([N+](=O)[O-])cc1	2	-5	4	-13	5	-5	0.6	-3	-1	5
COc1ccc(/C=C/S(=O)(=O)NCC(C)C)c(CNC(=O)OC(C)(C)C)c1	2	0	0	-10	/	/	/	-3	-3	2
Oc1[nH]c2ccccc2c1N=Nc1c(F)c(F)c(C(F)(F)F)c(F)c1F	9	5	1	3	1	2	0.1	-11	0	1
Cc1ccc(-c2csc(NC(=O)/C=C/c3ccco3)c2C(=O)O)cc1	1	4	19	5	-8	5	-0.8	-1	13	31*
Clc1cccc(Cc2c(-c3cccc(Cl)c3)nc3c4ccccc4ccn23)c1	3	-2	2	-5	/	1	-0.6	10	-3	17
COc1ccc(NC(=O)C(C)N2C(=O)c3ccccc3C2=O)cc1S(=O)(=O)N1CCOCC1 (stereo not given)	-3	-4	2	-3	0	7	-3.4	8	-4	4
CCC1Nc2ncnc(N3CCCCC3)c2N(Cc2ccc(OC)cc2)C1=O (stereo not given)	6&-10	9&5	2&2	-2&1	1	-5&7	-0.2&-0.1	7&6	1&4	3&-2
CSCC[C@H](NC(=O)[C@H](Cc1ccccc1)n1c(=O)[nH]c2ccccc2c1=O)C(=O)N1CCC[C@H]1C(=O)O	2	0	-1	2	7	13	-0.9	-11	0	3
COc1ccc(/C=C/C(=O)OCC(=O)Nc2ccc(OC)c(S(=O)(=O)N3CCCCC3)c2)cc1	1	-33	0	-16	-32	-5	0.5	-4	2	1
Cc1cccc(CSCC(=O)N2CCN(S(=O)(=O)c3ccccc3C#N)CC2)c1	7	-1	1	-3	-1	5	0.0	8	1	0
O=C(N/N=C/c1c(O)ccc2ccccc12)C(=O)N1CCCC1	-3	4	-2	10	14	4	-3.6	-4	1	0
COc1ccccc1CNC(=O)C1CCC(CNS(=O)(=O)c2ccc(C)cc2)CC1 (stereo not given)	-2	-2	1	2	-7	-1	1.0	-2	-2	0
O=C(Cn1cnc2c(OCc3ccccc3)ncnc21)NCCN1CCOCC1	7	4	-2	8	1	4	0.9	-4	2	-1
COc1cccc(C(=O)NC(c2ccccc2)C2CCCC2)c1 (stereo not given)	12	-6	6	-31	-21	-6	0.0	-12	-3	1
COc1cc(C(C)=O)ccc1OC(=O)c1cc2cccc(OC)c2oc1=O	0	3	0	6	2	6	-0.6	8	3	0
O=C(O)c1cccc(-c2ccc(/C=N/n3cnnc3)o2)c1	7	1	-1	-1	7	8	-0.1	8	-1	-1
O=C(COC(=O)CCC(=O)c1ccc(F)cc1)Nc1cccc(S(=O)(=O)N2CCCC2)c1	2	-5	-2	3	-12	2	-1.8	7	1	10
C=CCN(CC=C)C(=O)C1CCN(S(=O)(=O)c2ccc(-n3cnnn3)cc2)CC1	-7	3	-3	-4	-1	-4	-1.6	-14	1	0
C1CCN2CC3CC(CN4CCCC[C@@H]34)[C@H]2C1	2	0	4	0	2	-3	-2.7	6	1	4
CCOc1ccccc1C1C(C(N)=O)=C(C)Nc2nc(CCCO)nn21 (stereo not given)	-1	-4	1	31*	-7	-5	-3.2	-3	-2	4
CN=C1SC(CC(=O)NCCc2ccc(OC)c(OC)c2)C(=O)N1C (stereo not given)	-6&0	-2&11	20&12	-2&-1	4&4	-8&4	0.6&0.2	-23&1	4&0	8&-1
